ASAP1 inh – ASAP1 ArfGAP inhibition | AID 624377 | Q9ULH1 | inhibition, % at 16.5 µM | ASAP1-stimulated ARF1 GTP hydrolysis, GDP FP detection | 0.19% of 360,000 active; in the data active means inhibition above about 25%;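 further: 0% = vehicle with enzyme and substrate and 100% = no enzyme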
NPR2 activator – GC-B (human) receptor activation | P20594 | HEK293-GC-B cells, CNP EC30, cGMP TR-FRET; 0% at EC30 CNP, 100% saturating CNP | activation, % at 10 µM | 0.11% of 370,000 active;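 active means activation at 10 µM reaching about 35% in either raw or pattern-adjusted values, limit read from the data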
ARFGAP1 inh – inhibitors of rat ARFGAP1 | Q62848 | Arfgap1-stimulated ARF1 GTP hydrolysis, GDP FP detection | inhibition, % at 16.5 µM | 0.26% of 360,000 active | AID 651572;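 active means inhibition above a per-plate limit, mean inhibition of low control wells plus 3 SD, cut at about 25% in these data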;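 further: 0% = DMSO wells with enzyme and 100% = wells lacking Arfgap1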
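Material: truncated rat Arfgap1 GAP domain; Incubation: compound-enzyme preincubation 20 min, reaction 120 min, detection 60 min, 25 °C; Read-out: percent inhibition of Arfgap1-stimulated GTP hydrolysis; Technique: FP, GDP Alexa 633 tracer displaced from anti-GDP antibody, 620/688 nm; Controls: No-Arfgap1 wells (100%) versus DMSO full-reaction wells (0%); Replication: single well per compound.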
ADAM10 inh – ADAM10 inhibition, QFRET primary screen; O14672; recombinant ADAM10, EDANS/DABCYL FRET peptide cleavage, 3 h; inhibition, % at 7 µM; 0.62% of 370,000 active; AID 720582;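 active means inhibition above a per-campaign cutoff equal to the mean of compounds falling between control-based bounds plus 3 SD, cut at about 20% in these data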;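 further: 0% = DMSO wells while the 100% control is not disclosed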
GC-A act – GC-A (human) enzyme activation. AID 1671463. activation, % at 10 µM. HEK293 GC-A cells, cGMP TR-FRET, EC30 ANP; 0% at EC30 ANP, 100% saturating ANP. 0.14% of 370,000 active. P16066; in the data active means activation above about 40%
Target sequence (P16066 whole entry, looked up): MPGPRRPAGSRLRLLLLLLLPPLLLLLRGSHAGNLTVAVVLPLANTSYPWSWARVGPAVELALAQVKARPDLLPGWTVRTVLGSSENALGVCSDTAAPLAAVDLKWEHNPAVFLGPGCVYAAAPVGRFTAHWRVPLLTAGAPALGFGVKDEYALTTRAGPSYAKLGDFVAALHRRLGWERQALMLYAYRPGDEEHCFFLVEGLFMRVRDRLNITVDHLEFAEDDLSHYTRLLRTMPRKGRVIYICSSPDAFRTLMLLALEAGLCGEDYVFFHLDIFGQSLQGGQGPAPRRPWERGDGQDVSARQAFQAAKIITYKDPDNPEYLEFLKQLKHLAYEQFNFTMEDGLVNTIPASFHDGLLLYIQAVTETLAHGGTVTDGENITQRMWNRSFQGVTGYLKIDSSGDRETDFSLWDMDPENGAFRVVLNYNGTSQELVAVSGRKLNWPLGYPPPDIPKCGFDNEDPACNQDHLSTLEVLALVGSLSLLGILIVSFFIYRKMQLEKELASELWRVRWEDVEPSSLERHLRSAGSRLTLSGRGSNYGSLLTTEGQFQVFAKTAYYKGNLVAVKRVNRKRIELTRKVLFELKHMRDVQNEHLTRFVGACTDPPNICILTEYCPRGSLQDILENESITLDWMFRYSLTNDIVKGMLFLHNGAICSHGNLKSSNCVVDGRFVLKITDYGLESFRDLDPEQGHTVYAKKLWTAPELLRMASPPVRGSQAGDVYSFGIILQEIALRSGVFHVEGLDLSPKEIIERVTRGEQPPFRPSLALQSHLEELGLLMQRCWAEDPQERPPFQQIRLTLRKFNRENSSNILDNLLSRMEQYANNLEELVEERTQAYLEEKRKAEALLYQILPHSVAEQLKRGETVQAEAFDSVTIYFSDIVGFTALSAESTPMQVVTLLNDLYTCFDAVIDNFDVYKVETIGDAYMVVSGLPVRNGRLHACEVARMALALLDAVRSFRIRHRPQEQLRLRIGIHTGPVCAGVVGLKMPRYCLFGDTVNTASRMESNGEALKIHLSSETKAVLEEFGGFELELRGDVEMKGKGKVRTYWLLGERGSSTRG
KLK7 zymogen act – proKLK7 (human) activation, primary screen | P49862 | purified proKLK7, EDANS-DABCYL substrate fluorescence; 100% is mature enzyme control, 0% vehicle | activation, % at 7 µM | 0.9% of 370,000 active | AID 652039;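 active means activation above the mean of all tested compounds plus 3 SD, computed per campaign excluding outliers beyond control limits, cut at about 13% in these data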
Tn6 DDE FP – disrupts Tn6 cyclic peptide binding to fibrin D-Dimer-E complex; 0.21% of 370,000 active; AID 720509; Fibrin DD(E) TRITC-Tn6 fluorescence polarization displacement; inhibition, % at 8.3 µM;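 active means inhibition above a per-campaign cutoff: mean of compounds within control limits plus 3 SD, cut at about 15% in these data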;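 further: 0% = median of all compound wells on the plate and 100% = blocking peptide control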
FXN GAA850 act – frataxin GAA850 promoter activation; HEK293 lucGAA850 FXN promoter luciferase reporter, 24 h; percent of 10 µM SAHA response; activation, % at 6 µM; 0.56% of 360,000 active; AID 540364;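 active means activation above the average of all compounds screened plus 3 SD, cutoff fixed separately per campaign, cut at about 7.5% in these data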;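 further: 0% = DMSO wells and 100% = 10 µM SAHA wells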
sPLA2-III inh – Blocks human group III sPLA2 activity | Q9NZ20 | QFRET BODIPY PC-A2 liposome hydrolysis, fluorescence | inhibition, % at 12.2 µM | 0.56% of 370,000 active;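 active means inhibition above mean plus 3 SD of compounds lying within the high and low control bounds, cut at about 19% in these data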;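 further: 0% = median of test compound wells and 100% = no enzyme DMSO wells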
rCAG binder – r(CAG) repeat RNA binding | TO-PRO-1 dye displacement fluorescence | inhibition, % at 3 µM | 1.3% of 370,000 active | AID 651821;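 active means inhibition above the plate cutoff, the mean of all test compounds on that plate plus 3 SD, cut at about 35% in these data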;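 further: 0% = DMSO alone and 100% = 100 µM mitoxantrone as full dye displacement; higher means more dye released from RNA so lower well fluorescence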
The depositor's hits bear a star; · = not tested or not shown.

compound	ASAP1 inh	NPR2 activator	ARFGAP1 inh	ADAM10 inh	GC-A act	KLK7 zymogen act	Tn6 DDE FP	FXN GAA850 act	sPLA2-III inh	rCAG binder
Cn1c(C(O)c2ccc3c(c2)OCO3)nc2ccccc21 (configuration not stated)	-10	1	5	5	-2	-0.4	8	-1.1	1	-2
CC1CN(C(=O)CSc2nnc(-c3ccccc3)o2)CC(C)O1 (configuration not stated)	-1	2	9	-5	-1	-0.2	4	-0.6	-5	-6
Cc1nn(-c2ccccc2)c(C)c1CN(C)C(=O)c1ccc(S(=O)(=O)NCc2ccco2)cc1	-2	3	-6	-13	1	0.2	7	0.4	-5	0
Cc1ccc(NCN2C(=O)C3CC=CCC3C2=O)cc1 (configuration not stated)	-7	3	11	10	0	0.4	1	-1.4	3	1
CC(=O)NCCn1c(SCC(=O)c2ccccc2)nc2ccccc2c1=O	-11	-3	12	7	-2	0.4	0	-1.7	-29	-4
CC1=C(C(N)=O)C(c2ccccc2)n2nc(-c3cccs3)nc2N1 (configuration not stated)	9	0	2	-73	2	1.6	7	2.7	1	-1
CC(C)C(=O)N[C@H]1[C@H](O)CCC[C@@]12C(=O)N(Cc1ccccc1)c1ccccc12	·	-3	·	-2	-1	-0.6	4	·	6	2
CCOc1ccc(-n2c(COc3ccc(C)cc3)nnc2SCC(N)=O)cc1	-10	0	5	8	-4	0.5	3	-0.6	11	-5
CCc1cc(C(=O)N2CCCC(C(=O)c3ccc(OC)c(F)c3)C2)n(C)n1 (configuration not stated)	1	2	4	-2	0	0.1	1	2.6	0	-3
COCCn1c(SCC(=O)NCc2ccco2)nnc1-c1c[nH]c2ccccc12	-3	5	-8	5	0	0.3	2	0.6	-1	5
Cc1ccc(C23CC4CC(CC(CC(=O)NC(C)(C)CO)(C4)C2)C3)cc1	-4	1	-5	1	-6	0.1	-2	1.1	-8	-5
COc1ccc(C2N(C(=O)N3CCOCC3)CCN2S(=O)(=O)c2ccc(C)cc2)cc1 (configuration not stated)	-3	2	8	-3	1	0.8	3	-2.1	-3	-4
CCNC(=O)CSc1nc2ccccc2c(=O)n1-c1cc(OC)ccc1OC	-2	-2	2	4	0	0.5	-1	-0.6	-2	6
CCCCCCCCN1CCS(=O)(=O)N(Cc2ccccc2)C(C(=O)OC)C1 (configuration not stated)	·	2	·	7	10	0.4	-14	·	-5	-2
CCN(Cc1ccc(OC)c(F)c1)C(=O)C1CCCO1 (configuration not stated)	12	3	-5	15	1	0.0	10	2.0	9	0
C=CCOc1cccc(C2NC(=O)c3ccccc3O2)c1 (configuration not stated)	2	-10	1	-27	-2	-2.0	-4	-1.7	3	6
Cc1c(C)n(CC(O)CNCCO)c2ccccc12 (configuration not stated)	-12	-2	5	-1	-4	0.0	1	-1.5	4	1
Cc1ccccc1NC(=O)Nc1nc(C(N)C2CCCCC2)cs1 (configuration not stated)	-14	2	-4	0	8	-0.5	-1	-0.4	17	20
NC(=S)N/N=C/c1ccc(OC(=O)c2cccnc2)cc1	3	5	1	-9	-6	1.7	0	-0.8	10	-3
Cc1ccc(OCC(=O)NCCCNC(=O)c2cnccn2)cc1C	6	3	-3	3	-2	-0.4	5	-3.1	1	-3
Cc1ccc(C)c(NC(=O)CCC(=O)OC(C(=O)c2ccccc2)c2ccccc2)c1 (configuration not stated)	1	1	-1	6	0	0.0	12	-1.9	5	0
COC(=O)c1ccc(NC(=O)COc2coc(CN3CCc4ccccc43)cc2=O)cc1	-2	-4	7	1	-5	-0.5	-7	-0.7	0	4
COc1cccc(/C=C/C2=CC(C)(C)NC(=S)N2)c1	14	-3	-3	3	-1	0.9	4	-2.5	11	6
CCCCC(CC)C(=O)Nc1ccccc1C#N (configuration not stated)	-2	-5	15	5	3	-0.3	-3	-2.7	-2	-2

Of the compounds above, 2 have fluorine.
compound	ASAP1 inh	NPR2 activator	ARFGAP1 inh	ADAM10 inh	GC-A act	KLK7 zymogen act	Tn6 DDE FP	FXN GAA850 act	sPLA2-III inh	rCAG binder
CCc1cc(C(=O)N2CCCC(C(=O)c3ccc(OC)c(F)c3)C2)n(C)n1 (configuration not stated)	1	2	4	-2	0	0.1	1	2.6	0	-3
CCN(Cc1ccc(OC)c(F)c1)C(=O)C1CCCO1 (configuration not stated)	12	3	-5	15	1	0.0	10	2.0	9	0

New compounds follow
compound	ASAP1 inh	NPR2 activator	ARFGAP1 inh	ADAM10 inh	GC-A act	KLK7 zymogen act	Tn6 DDE FP	FXN GAA850 act	sPLA2-III inh	rCAG binder
Cc1cc(-c2ccc(C(C)C)c(S(=O)(=O)Nc3ccccn3)c2)on1	-16	-2	2	-75	9	2.9	10	3.1	-8	8
O=C(c1ccc(=O)[nH]n1)N1CCN(S(=O)(=O)c2ccc3ccccc3c2)CC1	-3	0	-6	-1	0	0.4	1	2.8	-6	1
Cc1ccc(NC(=O)CNC(=O)c2ccc(OC(F)F)cc2)cc1S(=O)(=O)N1CCCCCC1	2	-12	0	-1	-6	0.1	-3	-0.1	-45	3
COc1ccccc1N1CCN(/N=C/C=C/c2ccccc2[N+](=O)[O-])CC1	0	-2	6	4	-5	-0.7	-8	0.2	-1	-5
Cc1ccc(NC2=NC(c3ccc(F)cc3)n3c(nc(C)cc3=O)N2)c(C)c1 (configuration not stated)	6	20	-7	-5	16	0.2	8	-0.9	1	5
CNC(=S)Nc1ccc2[nH]c(=O)[nH]c2c1	10	2	8	-2	-1	0.5	2	1.1	-1	-1
Cc1csc(NC(=O)C2CCCC2)n1	-10	-7	9	0	-1	0.1	-5	2.2	0	1
CCCC(C)NC(=O)c1sc2nc3n(c(=O)c2c1C)CCC3 (configuration not stated)	-2	-1	-5	-4	1	-0.4	-1	1.7	1	-2
CN(C(=O)/C(N=Nc1cccc(C(F)(F)F)c1)=C(\O)C(F)(F)F)c1ccccc1	-12	10	17	17	-1	0.0	1	-1.2	-18	27
OC(COc1ccc(OCc2ccccc2)cc1)CN1CCCCC1 (configuration not stated)	-7	3	-13	0	6	1.0	-2	7.6	-2	-5
NC(N)=N/N=C/c1ccc2cccc(OCc3ccccc3)c2n1	7	-3	1	-59	0	12	-10	0.6	-7	20
CN(CC(=O)NCc1ccc2c(c1)OCO2)S(=O)(=O)c1ccc(F)cc1	7	-1	-4	2	-2	-0.4	7	0.2	-2	-2
C/C(CCc1ccccc1)=N\NC(=S)NCCc1ccccc1	2	-1	-7	7	3	0.2	4	2.3	8	-3
CC(=O)CCc1c(C)nc2ccc(C)cc2c1Cl	-11	4	-1	-3	2	0.1	-1	0.2	-6	-7
CC(=O)N/C(=C/c1ccc2c(c1)OCO2)C(=O)NCc1ccccc1	-1	0	11	-5	4	0.2	0	-1.1	1	-1
COc1cc(/C=N/n2c(-c3cc(C)[nH]n3)n[nH]c2=S)cc(OC)c1OC	8	-1	-4	-4	0	-0.5	5	0.5	10	3
CC(OC(=O)Nc1cccc(Cl)c1)C(=O)OC1CCCCC1 (configuration not stated)	11	-1	-5	4	2	-0.2	0	1.9	-12	1
Cc1coc2c(C)c3oc(=O)c(CCC(=O)NCCCn4ccnc4)c(C)c3cc12	1	2	7	-336	-1	0.8	10	-0.9	-7	-3
C=CCn1c2c(c(=O)[nH]c1=S)CN(C(C)c1ccccc1)CN2 (configuration not stated)	-1	-4	12	0	-3	0.8	-4	0.8	-1	1
Cc1ccc(NC(=O)c2ccccc2OCc2c(C)noc2C)cc1S(=O)(=O)N(C)C	2	2	7	-7	4	0.1	7	0.9	-5	3
COc1ccc(C(=O)O)cc1NCc1cccnc1	8	-1	-2	0	-1	0.4	6	1.3	2	1
COc1ccccc1NC(=O)CSc1nc2sc3c(c2c(=O)n1-c1ccccc1)CCN(C)C3	3	-5	-8	-186	5	-1.7	2	4.6	2	11
CCOC(=O)c1ccc(NS(=O)(=O)c2ccc3[nH]c(=O)[nH]c3c2)cc1	-2	2	9	-2	6	-0.3	13	1.1	-8	6
COC(=O)c1cc(NC(=O)c2ccccc2F)cc(C(=O)OC)c1	18	0	-1	6	-3	-0.3	-9	-1.2	-3	-3
CC1CN(S(=O)(=O)c2cc(C(=O)N3CCCCC3C)ccc2Cl)CC(C)O1 (configuration not stated)	-10	-9	-11	-9	2	-0.7	-3	-1.2	8	-3
CC(C)(C)c1ccc(-c2noc(-c3ccno3)n2)cc1	-11	4	-1	1	-6	-0.3	-10	7.4	-1	0
COc1ccc(C(=O)CSc2nnc(CNC(=O)c3ccccc3)n2C)cc1	0	3	-3	-13	0	0.0	0	2.2	-2	-4
COc1ccc(-c2nn(-c3ccccc3)cc2C2CC(c3cccs3)=NN2C(=O)CCC(=O)O)cc1 (configuration not stated)	-21	-6	4	-18	-2	-0.1	3	-0.4	16	2
Cc1cc(=O)[nH]c(N/N=C/c2ccc(Br)s2)n1	-12	-4	14	7	-2	-0.1	-5	0.6	6	6
CCOC(=O)N1N=C(c2ccc(C)cc2)CC1(O)C(F)(F)F (configuration not stated)	1	·	1	-2	·	-0.5	8	1.8	-14	-2
O=C(NCCCN1CCOCC1)c1ccc(Sc2ccc(Br)cc2)c([N+](=O)[O-])c1	5	0	0	2	3	0.0	-3	1.8	5	2
COC(=O)c1ccc(CSc2ccc3nnc(-c4ccccn4)n3n2)o1	6	-8	-4	-27	13	0.1	1	1.1	16	2
CN(Cc1ccc(F)cc1)C(=O)c1ccc(NS(=O)(=O)c2ccccc2)cc1	-5	-3	15	-2	1	0.8	1	-1.2	-11	2
CCC(=O)c1ccc(OCC(=O)Nc2ccc(S(=O)(=O)Nc3cc(C)nc(C)n3)cc2)cc1	-7	-2	-6	2	0	-0.6	-4	-0.3	-17	8
CCC(C)NCCC(=O)Nc1ccc(Cl)c(S(=O)(=O)Nc2ccc(Cl)cc2)c1 (configuration not stated)	-3	-10	-4	0	-4	-1.1	-7	1.7	-6	8
COC(=O)[C@]12C[C@H](CC(=O)NCc3ccc(C)o3)C(=O)N(Cc3ccccc3)C1=C[C@H](C(C)C)O[C@@H]2C1CC1	-10	3	3	-4	-4	-0.2	-2	·	-7	1
O=C(CCCOc1ccc(Cl)cc1)Nc1ccc(N2CCOCC2)cc1	-10	2	1	8	-3	-0.2	-7	0.8	9	0
CCn1c(=O)c(C(=O)NNS(=O)(=O)c2ccc(Cl)cc2)c(O)c2ccccc21	-1	-3	3	2	1	-0.7	9	0.8	-10	20
CC1(C)CC2CC(C)(CN2S(=O)(=O)c2cccc(N)c2)C1 (configuration not stated)	6	-1	-10	1	3	0.2	8	-0.1	-10	-6
O=C(Nc1ccccc1Cl)Nc1ccnn1C1CCN(C(=O)C2CCOC2)CC1 (configuration not stated)	-7	-1	10	-1	1	-0.1	-8	2.8	5	4

High-throughput results as filed in PubChem.

Rows were taken by chance; 4.5% or so of the library scored in one or more.
